CHT inh = inhibits the human high affinity choline transporter. Q9GZV3. CHT-expressing cells, membrane potential dye, choline response; stronger effect = lower value. B-score at 10 µM. 310,000 compounds, 0.86% hits. AID 488975;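 active = B-score over 3 SD under the library average, and starting fluorescence ratio not unusually high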;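 also: choline stimulus applied at its EC90 after an EC20 pre-addition; B-score computed on integrated fluorescence ratio after choline addition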
Target sequence (Q9GZV3 whole entry, looked up): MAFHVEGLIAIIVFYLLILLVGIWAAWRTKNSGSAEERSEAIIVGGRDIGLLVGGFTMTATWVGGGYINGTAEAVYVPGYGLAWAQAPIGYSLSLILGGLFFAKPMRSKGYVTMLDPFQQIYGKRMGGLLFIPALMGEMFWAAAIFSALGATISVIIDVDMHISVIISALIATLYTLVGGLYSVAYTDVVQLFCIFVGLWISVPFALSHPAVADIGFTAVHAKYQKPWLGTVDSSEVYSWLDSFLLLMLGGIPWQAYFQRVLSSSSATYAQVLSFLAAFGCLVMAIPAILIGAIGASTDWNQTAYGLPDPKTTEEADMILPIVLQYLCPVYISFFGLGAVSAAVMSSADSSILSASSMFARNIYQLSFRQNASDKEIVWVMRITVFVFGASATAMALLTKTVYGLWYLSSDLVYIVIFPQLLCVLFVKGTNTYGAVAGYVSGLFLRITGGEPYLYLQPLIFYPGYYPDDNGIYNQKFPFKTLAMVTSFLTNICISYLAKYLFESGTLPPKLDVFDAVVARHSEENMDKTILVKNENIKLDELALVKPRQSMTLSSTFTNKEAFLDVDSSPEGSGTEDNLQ
CHT allo act = human CHT allosteric activation. Q9GZV3. CHT-expressing cells, membrane potential dye, choline EC20; stronger effect = higher value; LV-AA mutant CHT in HEK293 cells. B-score at 10 µM. 310,000 compounds, 0.49% hits;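 active = initial fluorescence not abnormally high and integrated response B-score, plate-corrected, over 3 SD above library mean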
* marks the source's active call; other numbers are inactive results; i = inactive.

| molecule | CHT inh | CHT allo act |
| --- | --- | --- |
| CCOC(=O)C1C(=O)C=C(c2ccc(OC)cc2)CC1c1ccco1 (stereo not given) | i | i |
| COC(=O)N/N=C(/c1ccccc1)C1CCCCC1 | i | i |
| COc1cc(NC(=O)c2cncc(-c3ccc(C#N)cc3)c2)cc(C(=O)Nc2cccc(C(F)(F)F)c2)c1 | i | i |
| Cc1cccc(-n2nnc(C(=O)NCc3ccc4c(c3)OCO4)c2N)c1 | i | i |
| CCOC(=O)C1CCN(C(=O)c2cc3c(=O)n4ccccc4nc3n2C)CC1 | i | i |
| CC1(C)Cc2ccccc2-c2c1c(=O)n(Cc1ccccc1)c1nnnn21 | i | i |
| Cc1c(C(=O)N2CCOCC2)[nH]c2c1C(=O)CC(c1ccc(Cl)cc1)C2 (stereo not given) | i | i |
| Cc1cc(C)c(C#N)c(SCC(=O)N2CCCCC2)n1 | i | i |
| CCOc1cccc(=O)c2c(C)n(C)c(C)c12 | i | i |
| CCCCN(C)CCC(=O)Nc1ccc(OC)cc1OC | i | i |
| CCOC(=O)c1c(NC(=O)CCNCc2ccco2)sc2c1CCC2 | i | i |
| COc1ccc(OC)c(NC(=O)CSc2ncccn2)c1 | i | i |
| Cc1ccccc1CCNC(=O)C1CCC(=O)N(Cc2ccc(Cl)cc2)C1 (stereo not given) | i | i |
| CCC1CCCCN1C(=O)CSc1nc2c(cnn2-c2ccc(C)cc2)c(=O)[nH]1 (stereo not given) | i | i |
| COc1ccc(NC(=O)[C@H](COCc2ccccc2)NC(=O)OC(C)(C)C)cc1 | i | i |
| Cc1ccc(-c2c(C#N)c(N)n3c(nc4ccccc43)c2C#N)cc1 | i | i |
| COc1ccccc1NS(=O)(=O)c1cccc(C(=O)N2CCN(C/C=C/c3ccccc3)CC2)c1 | i | i |
| CN(C)CCN(C(=O)CN1C(=O)c2ccccc2C1=O)c1nc2cc3c(cc2s1)OCO3 | i | i |
| COc1ccc(/C=N/NC(=O)c2c(C)nnn2-c2nonc2N)cc1OC | i | i |
| COC(=O)C1C(c2ccc(N(C)C)cc2)C(C(=O)OC)S(=O)(=O)CS1(=O)=O (stereo not given) | i | i |
| CC1CCc2c(sc(NC(=O)COC(=O)c3ccc(O)cc3)c2C#N)C1 (stereo not given) | i | i |
| COc1ccc(Nc2nc(Cl)nc(N3CCN(c4ccc(OC)cc4)CC3)n2)cc1 | i | i |
| Cn1c(=O)c2c(SCC(=O)Nc3nccs3)nc(C3CC3)nc2n(C)c1=O | i | i |
| Cc1cccc(C2c3[nH]c4ccccc4c3CCN2C(=O)c2cc(C(C)C)nc(N)n2)n1 (stereo not given) | i | i |
| c1ccc(Oc2cccc3cccnc23)nc1 | i | i |
| COc1ccccc1NC(=O)c1ccc(NC(=O)COC(=O)C(C)C)cc1 | i | i |
| CC(=O)Nc1ccc(C(=O)N(C2=NC(C)CS2)c2ccc(Cl)cc2)cc1 (stereo not given) | i | i |
| O=C(NCCCN1CCCC1=O)c1cc(S(=O)(=O)N2CCOCC2)ccc1Cl | i | i |
| CCN(CC)S(=O)(=O)c1ccc(N2CCN(C)CC2)c(NC(=O)Nc2ccc(C)cc2)c1 | i | i |
| Cc1ccnc(N2CCCC(C(=O)Nc3ccc(C)c(C)c3)C2)n1 (stereo not given) | i | i |

Among those listed so far, these have a furan ring, fused or not:
| molecule | CHT inh | CHT allo act |
| --- | --- | --- |
| CCOC(=O)C1C(=O)C=C(c2ccc(OC)cc2)CC1c1ccco1 (stereo not given) | i | i |
| CCOC(=O)c1c(NC(=O)CCNCc2ccco2)sc2c1CCC2 | i | i |

(listing goes on)
| molecule | CHT inh | CHT allo act |
| --- | --- | --- |
| CCOc1ccc(NC(=O)CN(C)C(=O)CC2OC(=O)c3ccccc32)cc1OCC (stereo not given) | i | i |
| CCC(=O)Nc1nn(CC(C)C)c2nc3ccc(C)cc3cc12 | i | i |
| C[C@H](NC(=O)c1ccc2ccccc2c1)C(=O)N1CCC2(CC1)NCCc1[nH]cnc12 | i | i |
| O=C(Nn1c(SCc2ccccc2F)nc2ccsc2c1=O)c1ccccc1 | i | i |
| Cc1ccc(Cl)cc1N1CCN(S(=O)(=O)c2ccc3c(c2)CC(=O)N3C)CC1 | i | i |
| COc1ccc(CN2CCNC(=O)C2CC(=O)N(C)Cc2nc(C)cs2)c(OC)c1 (stereo not given) | i | i |
| Cn1c(=Nc2ccccc2)sc2ccccc21 | i | i |
| Cc1ccc(C(=O)N2CCC(n3nccc3NC(=O)c3ccccc3C)CC2)cn1 | i | i |
| CCOC(=O)N1CCN(C(=O)Cn2c(C)cc3ccccc3c2=O)CC1 | i | i |
| CN(Cc1ccccc1)C(=O)c1ccccc1-c1ccccc1 | i | i |
| COc1ccc(CN=Cc2c(C(=O)O)[nH]c3ccccc23)cc1 | i | i |
| CCCCCCCN1C(N(C)C)=NC[C@@H]1Cc1ccccc1 | i | 6.8* |
| Cc1ccc(CNc2oc(-c3ccco3)nc2C#N)cc1 | i | i |
| Cc1ccc(C(=O)NCCCN2CCOCC2)cc1 | i | i |
| N#Cc1c(-c2ccc(F)cc2)c2c([nH]c1=O)-c1ccccc1OC2 | i | i |
| Cc1cnc(C(=O)OCC(=O)Nc2cc(-c3cc(C)c(C)cc3C)nn2-c2ccccc2)cn1 | i | i |
| COc1ccc(Cl)cc1NC(=O)CSc1nc(N2CCOCC2)nc(N2CCOCC2)n1 | i | i |
| O=C(NNc1ccc(F)cc1)c1c(F)cccc1Cl | i | i |
| CCc1ccccc1NC(=O)CN1CCN(CC(=O)Nc2cc(C)ccc2OC)CC1 | i | i |
| COCCCN1C(=O)C(=O)/C(=C(/O)c2ccc(OC(C)C)cc2)C1c1ccncc1 (stereo not given) | i | i |
| CCc1cccc(C)c1N1C(=O)CN(Cc2ccccc2)C1=S | i | i |
| Cc1ccccc1NC(=O)Cc1nc(COC(=O)c2ccc(O)cc2O)cs1 | i | i |
| Cc1ccc(OCC(=O)Nc2cccc(S(=O)(=O)N3CCOCC3)c2)c([N+](=O)[O-])n1 | i | i |
| Cc1cccc(N2CN=C3SCC(=O)N3C2)c1 | i | i |
| Cc1nc2ccc(S(=O)(=O)NC(C(=O)N3CCCCCC3)C(C)C)cc2s1 (stereo not given) | i | i |
| Cc1cccc(/C=C2\Sc3ccc(C(=O)NCC4CCCO4)cc3N(C)C2=O)c1 (stereo not given) | i | i |
| COc1ccc(CCNC(=O)c2nnn(CC(=O)Nc3ccccc3C)c2N)cc1OC | i | i |
| COc1ccccc1N1C(=O)C2C(c3ccc(F)cc3)NN(C(=O)c3ccc(C)cc3)C2C1=O (stereo not given) | i | i |
| Nc1nc2ccccc2nc1N1CCCC1 | i | i |
| COc1ccccc1CCNC(=O)CCn1nc(C)c2c(C)n(-c3ccccc3)nc2c1=O | i | i |

Another view of some results above:
Below each SMILES – CHT inh | CHT allo act
COCCCN1C(=O)C(=O)/C(=C(/O)c2ccc(OC(C)C)cc2)C1c1ccncc1 (stereo not given)
    i | i
COc1ccccc1CCNC(=O)CCn1nc(C)c2c(C)n(-c3ccccc3)nc2c1=O
    i | i
COc1ccc(CN=Cc2c(C(=O)O)[nH]c3ccccc23)cc1
    i | i

(more compounds)
| molecule | CHT inh | CHT allo act |
| --- | --- | --- |
| CC(C)(C)C(=O)O/N=C1/C(=O)N(c2ccccc2)c2ccccc21 | i | i |
| O=C(NC1CCN(C(=O)Nc2ccc(F)cc2)CC1)c1cccc(F)c1 | i | i |
| CN1CCN(C(=O)c2cnn3c(C(F)(F)F)cc(-c4ccc5c(c4)OCO5)nc23)CC1 | i | i |
| Cc1nonc1CN(C)C(=O)CC1C(=O)NCCN1Cc1c(F)cccc1Cl (stereo not given) | i | i |
| O=C(O)COc1ccc(/C=N/O)cc1Br | i | i |
| COc1cc(S(=O)(=O)NCC2COCCO2)ccc1-n1cnnn1 (stereo not given) | i | i |
| O=C(N/N=C/c1ccc(N2CCOCC2)o1)c1cccc(C(F)(F)F)c1 | i | i |
| Cc1ccccc1N1C(=O)CC(Sc2nnc(-c3ccccc3)o2)C1=O (stereo not given) | i | i |
| COc1ccc(CCNC(=O)c2c(O)c3ccccc3n(C)c2=O)cc1 | i | i |
| CC(=O)c1cccc(NC(=O)C2CC(=O)N(Cc3ccccc3)C2)c1 (stereo not given) | i | i |
| CC1Sc2ccc(S(=O)(=O)CCC(=O)N(C)Cc3ccccc3)cc2NC1=O (stereo not given) | i | i |
| O=C(c1ccccc1NS(=O)(=O)c1ccc(Br)cc1)N1CCOCC1 | i | i |
| Cc1ccc2c(cnn2C(=O)CCC(=O)NCc2cccc(Cl)c2)c1 | i | i |
| O=C(CN(Cc1ccccc1Cl)C(=O)c1ccc(CN2CCOCC2)o1)NCC1CCCO1 (stereo not given) | i | i |
| O=[N+]([O-])c1cnc(Nc2ccc(Cl)cn2)c([N+](=O)[O-])c1 | i | i |
| CCN(CC(=O)Nc1cc(Cl)ccc1C)C(=O)c1ccc2c(c1)NC(=O)C(C)S2 (stereo not given) | i | i |
| Nc1ccc(S(=O)(=O)Nc2nccc(/C=C/c3ccc([N+](=O)[O-])cc3)n2)cc1 | i | i |
| C[C@H]1CN=C(Nc2ccccc2)N1CCCC1CCCCC1 | i | i |
| CN(C)c1ccc(/C=N/OC(=O)Nc2ccccc2)cc1 | i | i |
| O=C(CCCC(=O)NNC(=O)Nc1ccccc1)NNC(=O)Nc1ccccc1 | i | i |
| CCOC(=O)C[N+]1(C)CCN(C(C)=O)CC1 | i | i |
| O=c1cc(N2CCN(c3ccccc3)CC2)[nH]c(=O)n1C1CCCCC1 | i | i |
| COC(=O)c1ccc(Nc2nc(C)cc(C)n2)cc1 | i | i |
| CC(C)(C)S(=O)(=O)Cc1nc(-c2ccc(Cl)c(Cl)c2)cs1 | i | i |
| CCC(=O)Nc1c(C)cc(C)cc1Cl | i | i |
| Brc1ccc(C2=CC(c3ccco3)n3nnnc3N2)cc1 (stereo not given) | i | i |
| Cc1cc(SCc2ccc([N+](=O)[O-])cc2)nc(=O)[nH]1 | i | i |
| Cc1ccc(NC(=O)CCC(=O)NNC(=O)NC23CC4CC(CC(C4)C2)C3)cc1C | i | i |
| CC(C)(C)c1cc(NS(=O)(=O)c2ccc(Br)s2)no1 | i | i |
| CC(C)(C)c1ccc(S(=O)(=O)n2c(CN3CCOCC3)nc3ccccc32)cc1 | i | i |

smiles	CHT inh	CHT allo act
CCn1cc(C(=O)NC(C)C23CC4CC(CC(C4)C2)C3)cn1 (stereo not given)	i	i
C/C(=N\Nc1nc(N2CCCCC2)nc(N2CCOCC2)n1)c1ccccc1O	i	i
COc1ccc(C2/C(=C(/O)c3ccccc3)C(=O)C(=O)N2CO)cc1 (stereo not given)	i	i
CCN(CC)S(=O)(=O)c1ccc(NC(=O)c2cc(=O)[nH]c3ccccc23)cc1	i	i
COc1ccc(NC(=O)c2cccc(N3C(=O)c4cccc([N+](=O)[O-])c4C3=O)c2)cc1	i	i
Cn1cccc1C(=O)OCC(=O)c1cc2ccccc2o1	i	i
COCCN1C(=O)CC(NNC(=O)c2ccc(S(=O)(=O)N3CCCC3)cc2)C1=O (stereo not given)	i	i
COc1ccc(NC(=S)Nc2ccc(S(=O)(=O)N3CCOCC3)cc2)c(OC)c1	i	i
C/C(=N\Nc1ccc(S(N)(=O)=O)cc1[N+](=O)[O-])c1ccco1	i	i
NCCCC[C@H](NC(=O)C1CCNCC1)c1nnc([C@@H](N)Cc2ccc(O)cc2)o1	i	i
O=C(O)[C@@H]1CCCC[C@@H]1C(=O)N1CCc2ccccc2C1CN1C(=O)c2ccccc2C1=O (stereo not given in full)	i	i
Cc1c(C(=O)N2CCCC2)c(S(=O)(=O)N2CCCCC2)c(C)n1C	i	i
COCCN(C(=O)CCC(=O)Nc1cc(C)on1)C(C(=O)NC1CCCC1)c1ccccc1C (stereo not given)	i	i
CC(=O)N1N=C(c2ccc([N+](=O)[O-])cc2)CC1c1ccccc1Cl (stereo not given)	i	i
Cc1[nH]c2ccccc2c1CC(=O)O	i	i
CCOC(=O)c1c(NC(=O)c2ccccc2C)sc2c1CC(C)(C)OC2	i	i
Cc1ccc(NS(=O)(=O)c2cccc(C(=O)N3CCOCC3)c2)cc1	i	i
COC(=O)c1sc2ncccc2c1OCc1cccc(Cl)c1	i	i
O=C(CN1C(=O)c2ccccc2C1=O)N1CCN(C(=O)c2ccco2)CC1	i	i
CCOC(=O)C1C(=O)NC(N2CCOCC2)=NC1C(C)C (stereo not given)	i	i
COc1ccc(C(=O)N/C(=C\c2cccs2)c2nc3ccccc3[nH]2)cc1OC	i	i
CN(C1CC(C)(C)N(O)C(C)(C)C1)S(=O)(=O)CC12CCC(CC1=O)C2(C)C (stereo not given)	i	i
CC(C)c1ccc2nc(SCC(=O)NCC3CCCO3)c(C#N)cc2c1 (stereo not given)	i	i
O=C(Nc1ccc(N2CCOCC2)c(Cl)c1)c1ccc(-n2cnnc2)cc1	i	i
COc1ccc(OC)c(NC(=O)C2=C(C)Nc3ncnn3C2c2cccs2)c1 (stereo not given)	i	i

Given with each value named: entries from further up.
CCOC(=O)C1C(=O)NC(N2CCOCC2)=NC1C(C)C (stereo not given)
  CHT inh = i | CHT allo act = i

Cc1[nH]c2ccccc2c1CC(=O)O
  CHT inh = i | CHT allo act = i

COCCN(C(=O)CCC(=O)Nc1cc(C)on1)C(C(=O)NC1CCCC1)c1ccccc1C (stereo not given)
  CHT inh = i | CHT allo act = i

Cc1ccc(NS(=O)(=O)c2cccc(C(=O)N3CCOCC3)c2)cc1
  CHT inh = i | CHT allo act = i

Other compounds follow.
smiles	CHT inh	CHT allo act
C/C(=N\NC(=O)Nc1ccccc1)c1ccccc1	i	i
COc1cccc(Nc2nc3ccccc3n2C(C)C)c1	i	i
O=C(Nc1cccnc1Cl)c1noc2c1CCc1ccccc1-2	i	i
COc1ccc(C2(C(=O)NCCCN(C)C)CCOCC2)cc1	i	i
CCc1ccc(NC(=O)C(=S)NC2CCCCC2)cc1	i	i
FC(F)(F)c1cccc(Cn2cnc(NC(=S)NCCc3ccccc3)n2)c1	i	i
CC(C)CC(=O)Nc1nnc(S(=O)(=O)Nc2ccccc2)s1	i	i
COc1ccc(S(=O)(=O)N2CCCCCC2)cc1C(=O)OCC(=O)NCC(C)C	i	i
COc1ccc(CCNC(=O)CN2C(=O)c3ccccc3S2(=O)=O)cc1	i	i

Assay outcomes: PubChem, Johns Hopkins Ion Channel Center
